Screens as filed in PubChem.
ASK1 primary – ASK1 kinase inhibitors, primary screen, biochemical, AlphaScreen; AlphaScreen MKK6 phosphorylation by ASK1, luminescence; inhibition, % at 7.44 µM; 22,000 compounds, 0.99% hits; AID 1159602, 2016; in the data active means inhibition above about 35%;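 further: 0% = median of compound wells and 100% = no enzyme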
ULK1 inh – ULK1 kinase inhibitors, primary screen, biochemical, AlphaScreen; inhibition, % at 5.96 µM; 30,000 compounds, 1.9% hits; AlphaScreen Atg13 phosphorylation by ULK1, luminescence; in the data active means inhibition above about 43%;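 further: 0% = median of compound wells and 100% = no enzyme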
Numbers without * were called inactive; nt = not tested or not shown; & = joins results of further samples; ! = not confirmed by another sample.

SMILES | ASK1 primary | ULK1 inh
COc1cccc(CN(CCN)C(=O)Nc2ccc(-c3cn[nH]c3)cc2OCCO)c1 | -15.7 | -4.1
FC(F)(F)c1ccc(Cn2cnc3c(Nc4ccc5c(c4)OCO5)nc(Nc4ccc5ncccc5c4)nc32)cc1 | 26.9 | -13.9
O=C(NCc1cccc(C(F)(F)F)c1)c1ccnc(-c2csc3ccccc23)c1 | 2.8 | -29.8
CCN(CC)C(=O)C1CCCN(c2nc(NC3CC3)c3cc(OC)c(OC)cc3n2)C1 (stereo unspecified) | 3.6 | -16.2
Cc1cc(OP(=O)(O)O)c2ccccc2c1OP(=O)(O)O | nt | -1.3
CN(C)CCCn1c(C2COc3ccc(Cl)cc3C2)nc2cc(F)c(-c3cn[nH]c3)cc21 (stereo unspecified) | -4.6 | -6.3
Cc1ccccc1C(=O)N1CCN(c2ccc(-c3cccs3)nn2)CC1 | nt | 4.8
CS(=O)(=O)c1ccc2c(c1)nc(NCc1ccccc1)c1nccn12 | nt | 4.0
C/C(CC(=O)Nc1ccc(N(C)C)cc1)=N\NC(=O)c1ccc([N+](=O)[O-])cc1Cl | nt | 1.8
CCNc1cc(C(=O)NCc2cccnc2)ccn1 | -2.1 | -6.9
COc1cc2nc(NCCCN3CCCC3=O)nc(Nc3cc(OC)c(OC)c(OC)c3)c2cc1OC | 14.5 | 5.1
c1ccc(-n2cnc3c(NCc4nc5ccccc5[nH]4)nc(N4CCN(c5ccccn5)CC4)nc32)cc1 | 10.4 | -5.3

Compound profiles, from the list above. Order of screens: ASK1 primary, ULK1 inh
COc1cc2nc(NCCCN3CCCC3=O)nc(Nc3cc(OC)c(OC)c(OC)c3)c2cc1OC as listed: 14.5, 5.1
C/C(CC(=O)Nc1ccc(N(C)C)cc1)=N\NC(=O)c1ccc([N+](=O)[O-])cc1Cl as listed: nt, 1.8

Further structures follow:
SMILES | ASK1 primary | ULK1 inh
COc1cc(Nc2nc(-c3ccccc3)nc3c2ncn3-c2ccccc2)cc(OC)c1OC | -0.1 | -19.2
Cc1cc(NCc2ccccc2)nc(Nc2ccncn2)n1 | -12.7 | 12.1
COc1cc(Nc2nc(Nc3ccnn3C)nc3c2ncn3Cc2ccc(C(F)(F)F)cc2)cc(OC)c1OC | 21.4 | 9.7
c1ccc(CNc2nc(Nc3nccc4ccccc34)nc3c2ncn3-c2ccsc2)cc1 | -24.0 | 6.3
COc1cc2nc(Nc3ccc(N4CCOCC4)cc3)nc(NCc3cccc(C(F)(F)F)c3)c2cc1OC | 52.3*! | -14.9&-21.0
CC(C)N(CCNC(=O)c1ccc(-c2csc3ccccc23)s1)C(C)C | -1.8 | -28.0
O=C(N/N=C/c1ccc2c(c1)OCO2)c1ccc([N+](=O)[O-])cc1 | nt | -7.9
CC(C)n1cnc2c(NCc3ccccc3)nc(Nc3ccc(-n4ccnc4)cc3)nc21 | 16.6 | -12.0
COc1ccc(-c2ncc(C)c(NCc3cccc(C(F)(F)F)c3)n2)cc1 | -9.5 | -35.1
COc1cc(Nc2nc(Nc3ccc(N4CCOCC4)cc3)c3ncn(-c4ccccc4)c3n2)cc(OC)c1OC | 9.0 | 10.2
Oc1ccc(CCNc2nc(Nc3ccc(C(F)(F)F)cc3)nc3c2ncn3Cc2ccc(C(F)(F)F)cc2)cc1 | 0.8 | -42.4
c1ccc(CNc2nc(-c3cccs3)nc3c2ncn3C2CCCCC2)cc1 | -5.2 | -2.3
COC(=O)c1ccc2c(c1)CC(C(=O)Nc1ccc(-c3cn[nH]c3)cc1OCCN(C)C)CO2 (stereo unspecified) | -5.6 | -7.7
CC(=O)Nc1ccc(NS(=O)(=O)c2ccc(C)cc2)c([N+](=O)[O-])c1 | nt | -1.3
COc1cc(Nc2ncnc3c2nc(NCCN2CCOCC2)n3C(C)C)cc(OC)c1OC | -14.5 | 3.3
CCc1oc2ccccc2c1C(=O)c1ccc(O)cc1 | nt | -8.2
COc1ccc(-c2nc(NCCc3ccc(O)cc3)c3ncn(C4CCCCC4)c3n2)cn1 | 13.4 | -7.8
CCN(CC)C(=O)C1CCCN(c2ncc(C)c(NCc3cccnc3)n2)C1 (stereo unspecified) | -15.7 | 8.1
Cc1cc(Nc2ccccc2)nc(N2CCC(N3CCOCC3)CC2)n1 | 2.9 | 14.2
Cc1ccc2c(Br)cc(Br)c(OC(=O)c3ccccc3)c2n1 | nt | 37.2
O=C(N[C@@H]1CC[C@H](c2nc3ccc(-c4ccncc4)cc3[nH]2)C1)c1cccs1 | -20.6 | -5.5
c1cc(NCCCN2CCOCC2)nc(Nc2ccc(N3CCOCC3)cc2)n1 | 12.4 | 4.4
FC(F)(F)c1ccc(Nc2nc(NC3CCN(Cc4ccccc4)CC3)c3ncn(-c4ccccc4)c3n2)cc1 | 5.2 | -9.1
Nc1nc(NC2CC2)cc(N2CCCC2CO)n1 (stereo unspecified) | 9.3 | 6.4

Single values from the list.
For ULK1 inh, `Cc1ccc2c(Br)cc(Br)c(OC(=O)c3ccccc3)c2n1` shows 37.2
For ULK1 inh, `CC(=O)Nc1ccc(NS(=O)(=O)c2ccc(C)cc2)c([N+](=O)[O-])c1` shows -1.3
For ULK1 inh, `COc1cc(Nc2ncnc3c2nc(NCCN2CCOCC2)n3C(C)C)cc(OC)c1OC` shows 3.3
For ASK1 primary, `CN(C)CCCn1c(C2COc3ccc(Cl)cc3C2)nc2cc(F)c(-c3cn[nH]c3)cc21` (stereo unspecified) shows -4.6
For ULK1 inh, `Cc1cc(OP(=O)(O)O)c2ccccc2c1OP(=O)(O)O` shows -1.3

Other records follow:
SMILES | ASK1 primary | ULK1 inh
Cn1nccc1Nc1ccc(N2CCC(C(=O)NCCCN3CCCC3=O)CC2)nn1 | 1.3 | 6.0
CC(C)Oc1ccc2c(c1)CC(c1nc3ccc(-c4ccnc(N)n4)cc3o1)CO2 (stereo unspecified) | 9.5 | -7.2
CC(C)n1cnc2c(NCCO)nc(NCCCN3CCCC3=O)nc21 | -15.6 | -3.5
O=C(Nc1ccc2c(c1)C(=O)NC2=O)c1ccc([N+](=O)[O-])cc1 | nt | 7.2
O=C(NCc1nc2ccccc2[nH]1)c1cncc(-c2ccccc2)c1 | 5.5 | 0.6
c1ccc(Nc2nc(Nc3cccnc3)nc3c2ncn3-c2ccsc2)cc1 | -0.1 | 26.6
CCN(CC)C(=O)C1CCCN(c2cc(C(=O)NCc3cccc(C(F)(F)F)c3)c3ccccc3n2)C1 (stereo unspecified) | -4.1 | -5.7
OC1CCN(c2ncn(-c3ccnc(Nc4ccc(N5CCOCC5)cc4)c3)n2)CC1 | -16.4 | 5.0
CC(C)n1c(Nc2ncccn2)nc2c(NCCOc3ccccc3)ncnc21 | -8.0 | -14.5
CCNc1nccc(NCc2cccc(C(F)(F)F)c2)n1 | -14.3 | 1.6
CC(C)n1cnc2c(NC3CCN(Cc4ccccc4)CC3)nc(Nc3nc4ccccc4n3C)nc21 | 4.8 | -0.6
CCCNC(=O)c1cccc(Nc2cnccn2)n1 | 8.1 | 5.7

3 entries from above, reformatted:
The line under a structure holds: ASK1 primary, ULK1 inh
CCN(CC)C(=O)C1CCCN(c2cc(C(=O)NCc3cccc(C(F)(F)F)c3)c3ccccc3n2)C1 (stereo unspecified)
    -4.1, -5.7
CCNc1nccc(NCc2cccc(C(F)(F)F)c2)n1
    -14.3, 1.6
CC(C)n1cnc2c(NC3CCN(Cc4ccccc4)CC3)nc(Nc3nc4ccccc4n3C)nc21
    4.8, -0.6

The listing continues.
SMILES | ASK1 primary | ULK1 inh
CC(C)(C)OC(=O)N1CCC(Nc2ccnc(Nc3ccc(S(N)(=O)=O)cc3)n2)CC1 | -10.1 | -5.9
COc1ccc(CCNc2ncnc3c2nc(N2CCCC2CO)n3C(C)C)cc1 (stereo unspecified) | 6.8 | 5.9
CC(C)Oc1ccc(C(=O)Nc2ccc3c(c2)N(C)C(=O)C(C)(C)CO3)cc1 | nt | -7.7
COc1cc(Nc2nc(Nc3ccc(C(F)(F)F)cc3)nc3c2ncn3-c2ccsc2)cc(OC)c1OC | -2.1 | -11.0
CC(=O)Nc1nc(CC(=O)N2CCN(c3ccccc3Cl)CC2)cs1 | nt | -2.2
CC(C)N(CCNc1nc(NC2CCN(Cc3ccccc3)CC2)nc2c1ncn2Cc1ccc(C(F)(F)F)cc1)C(C)C | -1.8 | -7.8
Cc1noc(C)c1-c1nc(C(=O)NCCN2CCOCC2)cs1 | 0.6 | -9.9
CC(C)n1c(Nc2nccc3ccccc23)nc2c(NC3CCN(Cc4ccccc4)CC3)ncnc21 | -17.6 | 2.0
COc1ccc(-c2nc3ccc(C(=O)NCCCN4CCCC4=O)cc3s2)cn1 | -4.5 | -12.1
COc1ccc(-c2nc(NCCCN3CCCC3=O)c3[nH]cnc3n2)cc1 | -2.8 | 1.5
O=C(Nc1cncc(-c2ccncc2)c1)C1COc2cc3ccccc3cc2O1 (stereo unspecified) | 0.3 | -22.3
C=CCOCCOc1cc(-c2cn[nH]c2)ccc1NC(=O)C1COc2ccc(OC)cc2C1 (stereo unspecified) | 68.9* | 17.6
CC(C)n1c(-c2csc3ccccc23)nc2c(NCCN3CCOCC3)ncnc21 | 9.5 | -24.6
O=C(NCc1ccccc1)c1cccc(Cl)n1 | 14.1 | -5.1
CCN1CCN(c2c(Cl)cccc2NC(=O)c2ccccc2)CC1 | 9.6 | -3.5
COc1cc2nc(Nc3ccccc3)nc(NCCCN3CCCC3=O)c2cc1OC | 10.5 | 6.6
CC(C)NC(=O)c1cccc(NC(=O)Nc2ccc(-c3cc(N)ncn3)cc2)c1 | -17.4 | -7.4
COc1cc2nc(NCc3cccnc3)nc(NCCc3ccc(O)cc3)c2cc1OC | 5.8 | -5.8
COC(=O)c1cc([N+](=O)[O-])c(N)cc1OC | nt | 4.5
Cn1cccc1CC(=O)N/N=C/c1cccc(F)c1 | nt | 15.7
CN(C)c1cccc(Nc2ncc(C(=O)NCCOc3ccccc3)s2)c1 | -0.8 | -4.9
Cc1cccc2nc3c(c(=O)n12)CN(C(=O)CC(C)C)CC3 | nt | -5.0
NC(=O)c1ccc2nc(NCc3ccc4c(c3)OCO4)sc2c1 | 2.0 | 19.5
FC(F)(F)c1cccc(CNc2nc(Nc3nccc4ccccc34)nc3c2ncn3C2CCCCC2)c1 | 0.4 | 8.6
CC(C)n1c(NCCN2CCOCC2)nc2c(NCCOc3ccccc3)ncnc21 | -3.4 | -2.1
Cc1nn(C)c(C)c1-c1cc(NCCc2ccc(O)cc2)nc(N)n1 | -1.8 | -3.6
COc1cc2nc(Oc3ccccc3)nc(Nc3cc(OC)c(OC)c(OC)c3)c2cc1OC | -8.2 | -22.1
COc1ccc(CCNc2nc(N3CCC(N4CCOCC4)CC3)nc3c2ncn3-c2ccsc2)cc1 | 1.4 | -10.3
CCn1c(C(N)c2cc(OC)c(OC)c(OC)c2)nc2cc(F)c(-c3ccnc(N)n3)cc21 (stereo unspecified) | -7.0 | -2.7
CCN(CC)C(=O)C1CCCN(c2ncc(C(=O)NCc3ccccc3)s2)C1 (stereo unspecified) | -13.0 | 5.1
O=C(NCc1nc2ccccc2[nH]1)c1cnc(N2CCN(Cc3ccc4c(c3)OCO4)CC2)s1 | 8.7 | 15.0
O=C(Nc1ccc(-c2cn[nH]c2)cc1)C1COc2ccccc2C1 (stereo unspecified) | -11.5 | -0.9
O=C(Nc1ccc2[nH]ncc2c1)c1ccc(OC2CCOCC2)nc1 | -16.8 | 7.1
CCN(CC)c1nc(Nc2cc(OC)c(OC)c(OC)c2)nc(N2CCN(Cc3ccc4c(c3)OCO4)CC2)n1 | 10.4 | -14.0
c1ccc2c(c1)OCC(c1nc(N3CCOCC3)c3cc(-c4cn[nH]c4)ccc3n1)O2 (stereo unspecified) | 37.5* | -49.6
CC(C)N(CCNc1nc(NC2CCN(Cc3ccccc3)CC2)nc2c1ncn2-c1ccsc1)C(C)C | 3.6 | 5.0
Cc1ccccc1C(=O)Nc1ccc(-n2c(C)nc3ncccc3c2=O)cc1 | nt | 8.0
CN(C)CCNC(=O)c1ccc(-n2ncc3cc(Nc4ccccc4Cl)ccc32)cc1 | -9.5 | -15.4
CS(=O)(=O)c1ccc(-c2ccnc(Nc3ccc(-n4nncc4-c4ccccc4)cc3)n2)cc1 | -30.8 | -3.6
COc1cc(-c2cn[nH]c2)cc2c(=O)[nH]c(C(N)c3ccc(Cl)cc3)nc12 (stereo unspecified) | 25.1 | 1.6
CC(C)n1cnc2c(N)nc(NC3CCN(Cc4ccccc4)CC3)nc21 | 28.4 | -2.9
Cc1noc(C)c1-c1cccc(C(=O)NC2CCN(Cc3ccccc3)CC2)n1 | -1.1 | -13.1
O=C(COC(=O)c1ccc(N2C(=O)C3C4C=CC(C4)C3C2=O)cc1)c1ccc([N+](=O)[O-])cc1 (stereo unspecified) | nt | -1.8
Cc1cccc(CC(=O)Nc2cnn(-c3ccc(C(=O)Nc4cccc(Br)c4)cc3)c2)c1 | 3.9 | 2.8
Cc1cc(NCCCN2CCCC2=O)nc(Nc2cnccn2)n1 | -11.1 | -2.6
O=C(Cc1ccc2c(c1)OCO2)Nc1cc(Nc2ccccc2-c2nn[nH]n2)c(Cl)cn1 | 28.4 | -1.3
CC(=NC#N)c1c(C(F)(F)F)[nH]n(-c2nc3ccccc3s2)c1=O | nt | 6.5
NC(Cc1ccccn1)c1ccccc1 (stereo unspecified) | nt | -9.2
COc1cc(/C=C/C(=O)N2CCN(CC(=O)NC(C)C)CC2)cc(OC)c1OC | nt | 13.6
O=C(NCc1cccnc1)c1ccc2nc(Nc3ccccn3)sc2c1 | -0.9 | 26.3
O=C(c1cccs1)N1C[C@H](c2ccccc2)[C@@H](c2nc3ccc(-c4ccncc4)cc3[nH]2)C1 | 3.2 | -15.5
O=C(NCCN1CCOCC1)c1cccc(-c2cccs2)n1 | 5.2 | 1.2
CS(=O)(=O)Nc1ccc(-c2cnc3cccc(N(C(=O)c4ccccn4)C(=O)c4ccccn4)c3c2)cc1 | -3.8 | 8.8
CCN(CC)C(=O)C1CCCN(c2cccc(C(=O)NCc3ccccc3)n2)C1 (stereo unspecified) | -6.0 | -5.1
O=C(NC1CCN(Cc2ccccc2)CC1)c1csc(-c2ccccc2)n1 | 1.8 | 2.3
CCCCNC(=O)c1nn2c(c1Cl)NC(c1ccco1)CC2C(F)(F)F (stereo unspecified) | nt | -7.2
